HCV NS3 hel inh – blocks Hepatitis C virus NS3 helicase unwinding; NS3 helicase DNA unwinding, Cy5 molecular beacon fluorescence; inhibition, % at 10.9 µM; actives 0.56% (n = 290,000);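 active means inhibition above the mean of all tested compounds plus 3 SD, set per campaign, cut at about 35% in these data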;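 further: 0% = DMSO wells and 100% = thioflavine S control wells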
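Control set: DMSO versus 110 µM thioflavine S; Material: NS3 helicase fragment of HCV; Measured by: Cy5 fluorescence at 0 and 60 min, beacon hairpin quenching; Read-out basis: percent inhibition from t60/t0 fluorescence ratio; Times: reaction time 60 min, 25 °C; Repeats: single replicate; Compound dosing: single dose, 10.9 µM nominal final, DMSO 0.8% final.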
GalR3 antag – antagonists of human GalR3 | O60755 | HEK293 GalR3-CNG cAMP membrane potential fluorescence; galR3 body fused to GalR1 C-terminus | inhibition, % at 3 µM | actives 0.44% (n = 360,000);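 active means inhibition above the screen-wide average plus 3 SD, cut at about 13% in these data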;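 further: forskolin and galanin both at EC90 stimulate the cells; cAMP rise reported by CNG channel membrane potential dye signal; 0% = forskolin plus galanin with DMSO and 100% = forskolin alone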
FID counter – fluorescent intercalator displacement, NS3 helicase counter-screen; actives 0.17% (n = 290,000); DNA fluorescent intercalator displacement, fluorescence; AID 1845; inhibition, % at 7.9 µM; in the data active means inhibition above about 37%;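 further: 0% = vehicle and 100% = reference compound; higher means more ethidium bromide displaced from hairpin DNA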
OXTR ag – human OXTR agonism. actives 0.32% (n = 320,000). P30559. CHO-OTR cells, Fluo-8 calcium fluorescence; normalized: DMSO 0%, oxytocin 100%. activation, % at 3 µM;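 active means activation above the mean of all tested compounds plus 3 SD, cutoff set per screening run, cut at about 20% in these data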;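 further: peak over basal fluorescence ratio from a 100 s FLIPR kinetic read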
Target sequence (P30559 whole entry, looked up): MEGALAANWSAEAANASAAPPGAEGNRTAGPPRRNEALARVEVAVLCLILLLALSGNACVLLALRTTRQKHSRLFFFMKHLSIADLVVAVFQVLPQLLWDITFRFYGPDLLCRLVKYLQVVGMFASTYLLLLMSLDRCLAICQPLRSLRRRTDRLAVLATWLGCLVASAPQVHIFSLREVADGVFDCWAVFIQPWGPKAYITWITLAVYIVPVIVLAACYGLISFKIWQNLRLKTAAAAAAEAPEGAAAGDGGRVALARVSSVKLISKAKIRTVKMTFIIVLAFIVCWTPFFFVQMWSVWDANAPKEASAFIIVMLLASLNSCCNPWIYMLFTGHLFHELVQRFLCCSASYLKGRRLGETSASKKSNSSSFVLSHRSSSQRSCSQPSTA
V1R ag counter – V1a receptor agonism, counter-screen for OXTR agonists; P37288; CHO-V1R cells, Fluo-8 calcium fluorescence, agonist mode; 0% DMSO, 100% 3 nM vasopressin; activation, % at 3 µM; actives 0.25% (n = 320,000);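 active means activation above the mean activation of all tested compounds plus 3 SD, per screening run, cut at about 20% in these data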;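 further: signal is peak over basal fluorescence ratio across a 100 second FLIPR read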
Target sequence (P37288 whole entry, looked up): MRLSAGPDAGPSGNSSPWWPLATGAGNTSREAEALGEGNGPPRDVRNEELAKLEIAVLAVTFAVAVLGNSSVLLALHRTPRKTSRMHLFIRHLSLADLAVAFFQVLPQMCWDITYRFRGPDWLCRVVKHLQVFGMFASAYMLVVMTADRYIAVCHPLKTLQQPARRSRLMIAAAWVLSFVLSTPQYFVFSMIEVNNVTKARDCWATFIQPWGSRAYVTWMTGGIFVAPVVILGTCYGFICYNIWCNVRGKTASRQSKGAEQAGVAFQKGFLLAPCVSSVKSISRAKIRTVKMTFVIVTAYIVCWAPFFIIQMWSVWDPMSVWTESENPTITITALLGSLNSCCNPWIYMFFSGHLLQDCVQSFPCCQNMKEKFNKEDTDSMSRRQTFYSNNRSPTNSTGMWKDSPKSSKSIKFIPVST
VIM-2 inhibitor – inhibitors of Pseudomonas aeruginosa VIM-2 metallo-beta-lactamase; actives 0.89% (n = 290,000); inhibition, % at 5.6 µM; AID 1527; purified VIM-2, nitrocefin hydrolysis, epi-absorbance fluorescence;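 active means inhibition above the mean of all tested compounds plus 3 SD, cutoff set per screening run, cut at about 7.5% in these data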;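 further: red hydrolysis product quenches plate fluorescence so inhibitors raise well fluorescence; 0% = enzyme with DMSO and 100% = DMSO without enzyme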
PHOSPHO1 inh – PHOSPHO1 (human) inhibition. inhibition, % at 13.3 µM. recombinant PHOSPHO1, absorbance phosphatase assay. actives 1.1% (n = 290,000). Q8TCT1; in the data active means inhibition above about 60%
Target sequence (Q8TCT1 whole entry, looked up): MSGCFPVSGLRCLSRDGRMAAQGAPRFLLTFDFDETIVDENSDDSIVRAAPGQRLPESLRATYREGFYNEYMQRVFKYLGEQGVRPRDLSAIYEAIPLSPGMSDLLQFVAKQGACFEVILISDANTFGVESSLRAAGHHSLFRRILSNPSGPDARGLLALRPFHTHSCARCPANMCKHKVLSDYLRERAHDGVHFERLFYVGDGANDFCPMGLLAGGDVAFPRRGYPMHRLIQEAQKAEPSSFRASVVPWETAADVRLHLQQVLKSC
IMP-1 inhibitor – blocks Pseudomonas aeruginosa IMP-1 metallo-beta-lactamase; purified IMP-1, nitrocefin hydrolysis, epi-absorbance fluorescence; inhibition, % at 5.6 µM; actives 0.45% (n = 290,000);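 active means inhibition above the mean plus 3 SD of all compounds in the same screening run, cut at about 4.5% in these data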;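 further: 0% = IMP-1 with DMSO and 100% = DMSO wells lacking enzyme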
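System – purified recombinant IMP-1 beta-lactamase · Input – IMP-1 dispensed at 0.2 nM · Timing – 15 min preincubation plus 25 min reaction at 25 °C · Signal – Epi-absorbance fluorescence, 480 nm excitation, 530 nm emission · Measure – percent IMP-1 inhibition derived from blank-referenced optical density · Controls – Enzyme-plus-DMSO low control, enzyme-free DMSO high control · Replication – singlicate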
GPR7 antagonist – antagonists of human GPR7 (neuropeptides B/W receptor 1); P48145; GPR7-expressing cells, fluorescence antagonist assay; inhibition, % at 4.4 µM; actives 1.1% (n = 290,000); in the data active means inhibition above about 16%, passing the limit was not always enough;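 further: cells stimulated with the agonist NPW; 0% = agonist with vehicle and 100% = vehicle without agonist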
The depositor's hits bear a star; / = not tested or not shown.

canonical_smiles	OXTR ag	HCV NS3 hel inh	V1R ag counter	IMP-1 inhibitor	VIM-2 inhibitor	GPR7 antagonist	PHOSPHO1 inh	GalR3 antag	FID counter
N#Cc1nc(-c2cccc3ccccc23)oc1NCC1CCCO1 (stereo unspecified)	-1.4	2.3	-0.7	0.8	-0.1	-8.8	28.3	-2.4	-8.6
CC1=Nn2c(nnc2-c2ccccc2)SC1	-0.3	5.4	0.3	-1.5	-5.1	1.3	27.8	-3.6	0.1
CCCCC(=O)Nc1ccccc1C(=O)OCC(=O)c1ccc2c(c1)OCCO2	-0.2	4.5	2.4	-2.4	-2.3	-3.0	2.1	-2.9	-6.2
Cn1cc(CNCc2ccc(OC(F)(F)F)cc2)c(-c2ccc3c(c2)OCCO3)n1	17.0	-28.3	11.6	-3.8	-1.4	8.3	56.8	35.4*	19.9
CC(CC(=O)N1CCN(c2ccccc2)CC1)S(=O)(=O)c1ccc2c(c1)NC(=O)CO2 (stereo unspecified)	10.8	18.9	14.3	-0.4	2.0	-0.9	42.2	1.4	-41.0
O=C1NC(CCc2ccccc2)C(=O)N1Cc1cccc2ccccc12 (stereo unspecified)	0.6	-12.5	2.4	1.4	0.8	0.1	13.3	-6.0	-10.3
COc1ccc(/C=N/NC(=O)c2ccccc2NC(=O)c2ccco2)c(OC)c1	0.1	12.6	0.7	-1.7	-0.6	4.3	17.1	-2.9	-15.0
Cc1cc(=O)[nH]c(Nc2ccc(Cl)cc2)n1	3.8	8.1	4.0	-2.8	-6.3	-0.5	12.6	4.0	-7.5
CC12CCC(c3c(C(=O)N4CCOCC4)nn(-c4ccccc4)c31)C2(C)C (stereo unspecified)	-1.5	1.2	-1.9	-3.3	-4.0	-10.6	21.0	-3.1	-35.5
CCOC(=O)CNc1c(-c2ccc(O)cc2)nc2ccc(Cl)cn12	0.5	3.6	1.4	-2.7	-1.6	-1.4	-117.2	-4.7	-3.8
CC(C)NC(=O)c1ccccc1NC(=O)c1ccccc1N(C)S(C)(=O)=O	0.0	5.5	-0.7	-1.6	-2.2	-9.2	-18.5	-5.4	-1.9
O=C(NC(Cc1c[nH]c2ccccc12)C(=O)N/N=C/c1ccc(Cl)cc1)c1cccs1 (stereo unspecified)	2.0	-1.6	1.2	-1.5	-1.0	2.0	7.7	-6.8	-9.9
Cc1cc(C)c2c(n1)sc1c(O)cc(=O)[nH]c12	-0.9	10.5	1.2	1.3	0.8	-7.1	10.5	-3.5	-4.7
Cc1ccc2[nH]cc(CCNC(=O)CN3C(=O)c4ccccc4C3=O)c2c1	4.2	9.4	3.4	-1.1	0.7	-7.4	-1.3	-2.6	-2.2
COc1cccc(-c2nc(CS(=O)(=O)CC(=O)NC3CCCCCC3)c(C)o2)c1	1.8	-6.6	3.5	-0.9	0.5	-15.9	-0.1	8.4	-49.8
CCOc1ccccc1-c1nc(C(N)=O)c2[nH]c(=O)n(-c3cccc(C)c3)c2n1	1.6	3.6	2.8	-2.4	-1.0	-10.7	-3.5	-0.8	-8.6
COc1cc(NS(=O)(=O)c2ccc(C)cc2)c2ncccc2c1	-1.4	-1.0	0.3	-4.4	-4.9	-13.9	4.2	-1.1	-6.2
Cc1ccc(Nc2ccc(C(=O)O)cc2[N+](=O)[O-])cc1	-1.3	17.3	-0.4	-3.8	-4.3	-2.8	27.0	8.5	-9.2
O=C(CSc1nncn1-c1cccnc1)Nc1ccccc1C(F)(F)F	0.9	13.5	-0.1	-3.7	-4.5	-3.5	31.0	-9.1	-13.8
CCN1CCCc2cc(CN(CCN3CCOCC3)C(=S)Nc3cc(F)cc(F)c3)ccc21	-2.4	-9.2	-0.4	-2.5	-1.9	2.5	-21.9	0.2	-1.9
O=c1c2[nH]cnc2n(-c2cccc(Br)c2)c(=O)n1Cc1ccccc1	8.1	2.8	8.2	-0.8	-2.4	-14.9	/	-1.5	-12.9
Cn1c(=O)c2c(ncn2CC(=O)OCC(=O)NC2CCCc3ccccc32)n(C)c1=O (stereo unspecified)	0.9	-0.4	0.8	-1.2	-2.2	-7.3	2.9	-4.4	-0.3
O=C(c1ccc2c3c(cccc13)CC2)N1CCN(c2ncccn2)CC1	-1.9	-6.0	-0.2	-0.6	-1.1	-5.4	/	-7.6	-31.8
CCOc1nc(C)ccc1-c1noc(CC)n1	-0.7	-5.6	0.1	-5.3	-3.4	-18.7	15.0	-5.3	2.0
CC(C)OC(=O)CC(=O)CSc1nc(-c2ccc(F)cc2)cc(-c2ccccc2)c1C#N	0.3	7.9	1.4	0.1	-0.4	0.9	-8.5	-2.9	-4.1
Cc1cccc(Cn2cc(SCC(=O)Nc3nccs3)c3ccccc32)c1	-1.2	-2.0	0.0	-3.1	-2.5	-3.2	2.0	/	-1.9
CN1CCc2c(sc(NC(=O)c3ccc(S(=O)(=O)N4CCCCCC4)cc3)c2C(N)=O)C1	4.7	-30.9	6.1	0.1	-0.1	-10.9	38.1	/	0.9
COc1ccccc1CC(=O)N1CCN(c2cccc(C(F)(F)F)c2)CC1	7.9	8.5	5.5	-2.3	-2.0	26.4*	13.7	-6.0	-37.2
CC(=O)c1cccc(NC(=S)NCc2ccco2)c1	1.1	-2.5	0.9	-2.4	-1.8	-2.1	-7.9	-1.4	7.2
CN(C)CCN1C(=O)C(=O)/C(=C(/O)c2ccc(F)cc2)C1c1ccccc1F (stereo unspecified)	-0.2	2.8	0.8	-0.3	0.7	-6.9	17.9	0.1	-3.9

Remaining list, next part
canonical_smiles	OXTR ag	HCV NS3 hel inh	V1R ag counter	IMP-1 inhibitor	VIM-2 inhibitor	GPR7 antagonist	PHOSPHO1 inh	GalR3 antag	FID counter
COC(=O)c1c(NC(=O)COC(=O)[C@@H](NS(=O)(=O)c2ccccc2)C(C)C)sc2c1CCC2	-0.2	28.3	1.1	0.2	2.3	3.9	4.1	-4.4	-21.0
CC1(C)CC(=O)C(N=Nc2cccc(F)c2C#N)=C(O)C1	-1.0	4.5	0.6	-0.7	-0.7	5.8	51.4	3.3	-0.2
Cc1cccc2c1-c1sc(C(=O)Nc3nccs3)cc1CO2	1.7	24.6	0.9	-3.2	-0.5	-7.0	10.8	-6.9	-6.9
CC1=NCCN1S(=O)(=O)c1ccccc1[N+](=O)[O-]	0.7	3.9	0.4	-2.2	-0.6	1.1	3.3	-6.7	-3.5
CC(c1ccco1)N(C(=O)C12CC3CC(CC(C3)C1)C2)c1ccccn1 (stereo unspecified)	-2.4	10.8	-2.2	-5.1	-2.5	3.8	-1.0	-5.2	-20.6
Cc1cc(C)c(C(=O)CSc2nnc(-c3ccccc3Br)o2)cc1C	/	38.9*	/	-4.0	-3.0	-13.1	2.9	-3.4	-8.0
COc1ccc(CCNC(=O)COc2ccc(S(=O)(=O)NC(C)C)cc2)cc1OC	0.6	2.7	2.1	-2.3	-2.5	-14.1	-10.2	0.3	-27.6
Cc1cc(C)nc(Nc2ccc(O)cc2)n1	-0.7	-1.6	-0.1	-0.8	-1.1	5.2	1.2	-9.1	-3.6
COC(=O)c1ccc(C2/C(=C(\O)c3ccc(OC)c(C)c3)C(=O)C(=O)N2c2cc(C)on2)cc1 (stereo unspecified)	0.0	21.7	0.9	-1.8	-0.1	0.2	5.7	-3.8	-41.9
Cc1ccc(NC(=O)C(=O)N2CCCC2)cc1Cl	1.0	1.5	4.8	-4.9	-4.2	0.1	-4.9	-1.4	-2.0
CCOC(=O)c1nnc(-c2ccccc2)nc1Sc1ccccc1Cl	-1.5	-3.1	1.6	-4.0	-2.3	0.3	-8.6	1.5	-8.5
CC(=O)N(Cc1ccccc1)c1ccc(C(=O)O)cc1	-0.1	9.7	2.4	-1.8	-0.4	-3.3	-30.9	3.7	2.2
COc1cc(CC(=O)O)c([N+](=O)[O-])cc1OC	0.2	-0.3	-0.2	-3.3	-2.2	-10.9	20.0	3.6	1.6
CCOc1ncccc1C(=O)NCc1cccc(OC)c1	-0.8	-3.4	1.0	-1.8	-0.6	-13.4	-6.8	-4.3	-8.0
Cc1cc(NC(=O)c2cccc([N+](=O)[O-])c2)no1	0.3	-5.0	4.0	-1.1	-0.2	-20.7	32.2	0.8	1.8
N=C1SCC(=O)N1c1ccccc1Cl	-0.6	-1.0	0.9	-4.4	-3.7	-14.1	37.5	-9.0	-2.4
CCOC(=O)c1c(-c2cccc(N)c2)cn2ccccc12	-2.0	7.3	-0.6	-4.4	-4.4	-3.9	39.9	-7.5	3.6
Cc1ccc(NC(=O)c2snc3ccc(Cl)cc23)cc1C	-2.1	1.2	-0.8	-0.8	-1.6	0.8	-10.7	-6.4	1.0
CCCC(C)NC(=O)CSc1nnc(-c2c[nH]c3ccccc23)o1 (stereo unspecified)	0.2	-2.5	-0.2	-2.4	-0.6	4.0	73.2*	-6.4	-11.1
CCOc1ccc2ccccc2c1C(=O)N1CCN(c2ccccc2)CC1	-1.1	-3.8	-0.7	-3.8	0.0	19.8*	10.6	-11.3	-36.9
Cc1ccc(S(=O)(=O)N(Cc2ccccc2)Cc2ccco2)cc1	-1.5	0.0	0.3	-1.6	-2.4	14.8	14.1	5.4	-10.1
O=C(NCCN1CCN(c2ccccc2)CC1)C1CCN(S(=O)(=O)c2cccc3nonc23)CC1	1.6	-1.4	-0.1	-4.3	-3.1	-6.2	31.4	2.9	4.4
COc1ccc(CCNc2ccc(N3C(=O)CC(C)C3=O)cc2[N+](=O)[O-])cc1OC (stereo unspecified)	18.3	-3.5	11.4	-2.4	-1.6	-5.2	-25.8	59.0*	-12.6
COC(=O)N1C(=O)[C@](c2ccc(OC)cc2)(C(C)C)N1C(=O)OC	-0.8	-1.9	-0.6	-5.4	-1.1	8.2	4.7	-7.4	-20.7
Cc1ccc(-c2nc(C(=O)NCC3CCCO3)cc3c2[nH]c2ccccc23)cc1 (stereo unspecified)	-0.9	-33.9	0.0	-1.9	-1.8	-10.9	33.8	-1.6	-29.4
Cc1ccc(/C(N)=N/OC(=O)Cc2cccc3ccccc23)cc1	-0.5	-3.5	0.0	-1.9	-0.1	-0.6	24.6	-2.6	-1.4
CC1CCC(=NNC(=O)Cc2cccn2C)CC1 (stereo unspecified)	-0.3	-0.1	1.4	-2.6	-3.0	-8.1	11.7	-1.1	-5.0
CCc1cc(C(=O)OC)c(NC(=O)CN2CCN(C(=O)c3ccco3)CC2)s1	0.0	-0.3	1.8	-0.4	0.0	14.2	7.6	-2.0	-41.5
Cc1cc(C)c(NC(=O)COC(=O)/C=C/c2cccs2)c(C)c1	-1.3	-4.2	0.0	-1.8	-0.6	-6.9	-2.4	-2.5	-3.6

Three entries out of the list, arranged by SMILES length, rising.
canonical_smiles	OXTR ag	HCV NS3 hel inh	V1R ag counter	IMP-1 inhibitor	VIM-2 inhibitor	GPR7 antagonist	PHOSPHO1 inh	GalR3 antag	FID counter
CCOC(=O)c1c(-c2cccc(N)c2)cn2ccccc12	-2.0	7.3	-0.6	-4.4	-4.4	-3.9	39.9	-7.5	3.6
Cc1cccc2c1-c1sc(C(=O)Nc3nccs3)cc1CO2	1.7	24.6	0.9	-3.2	-0.5	-7.0	10.8	-6.9	-6.9
O=C1NC(CCc2ccccc2)C(=O)N1Cc1cccc2ccccc12 (stereo unspecified)	0.6	-12.5	2.4	1.4	0.8	0.1	13.3	-6.0	-10.3
